# Compound activity: PubChem BioAssay, National Center for Advancing Translational Sciences (NCATS)
# Nrf2 ARE act: activators of Nrf2 (ARE) signaling; AID 624171; AREc32 ARE-luciferase reporter (MCF7-derived line), luminescence, 24 h; Potency, µM (top dose mostly 46.1 µM), for inactives: top-dose activation, actives largely listed as activators; 0.31% of 410,000 active; also: % of control where 0% means no effect; nearly all actives have a fitted effect of over 65% in size
#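 AREc32_Fluc, 1000 cells/well, OPTI-MEM + 5% FBS, o/n 37 deg C 5% CO2; 23 nL cpd by pin tool, 24 hr; Steady-Glo 30 min RT, luminescence.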
# ATXN2 expr inh: ATXN2 expression inhibition; HEK-293 ATXN2-luciferase reporter, luminescence, 24 h; Potency, µM (series often up to 57 µM), for the others: top-dose activity change, negative = inhibition, actives largely listed as inhibitors; 0.72% of 360,000 active; also: % is scaled to controls: 0 for no effect and ±100 for the full control effect; nearly all actives have a fitted effect of over 55% in size
#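 qHTS (up to 57 uM final) was run with 24 h compound exposure of reporter cells at 37 °C. Each well was multiplexed: SteadyGlo luminescence measured ATXN2-luciferase expression after a fluorogenic Gly-Phe-AFC viability readout (25 uM final).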
# ATXN viability: cell viability loss in ATXN counter-screen; S2 cells (HEK-293 line with an ATXN2-luciferase reporter) viability, CellTiter-Fluor protease fluorescence, 24 h; Potency, µM (titrated, usually from 56.7 µM), hits mostly cytotoxic; 0.49% of 400,000 active; AID 651635; also: nearly all actives have a fitted effect of over 40% in size
# A549 viability: kills or reduces viability of A549 cells in Nrf2 counter-screen. A549 ARE-Fluc cells, CellTiter-Fluor viability, 18-24 h. Potency, µM (series often up to 46 µM), without a hit: top-dose activity change, negative = cytotoxicity, usual class: inhibitors. 0.16% of 390,000 active. AID 504648; also: % is scaled to controls: 0 for no effect and ±100 for the full control effect
#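 Cytotoxicity counterscreen: CellTiter-Fluor fluorescence was measured in A549 ARE_Fluc cells after 18-24 h of compound exposure in a concentration series. The subsequent BugLite luminescent read reports ARE-luciferase activity.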
# EPAC2 antagonist: blocks human EPAC2 exchange factor. EPAC2 GEF exchange of Rap1B-BODIPY-GDP, fluorescence. Potency, µM (doses to about 114 µM), inactives show at the highest dose activity, negative = inhibition, hits mostly inhibitors. 0.18% of 360,000 active; also: % is scaled to controls: 0 for no effect and ±100 for the full control effect; nearly all actives have a fitted effect of over 45% in size; many of its hits are not listed in these tables
# Target sequence (Q8WZA2 whole entry, looked up): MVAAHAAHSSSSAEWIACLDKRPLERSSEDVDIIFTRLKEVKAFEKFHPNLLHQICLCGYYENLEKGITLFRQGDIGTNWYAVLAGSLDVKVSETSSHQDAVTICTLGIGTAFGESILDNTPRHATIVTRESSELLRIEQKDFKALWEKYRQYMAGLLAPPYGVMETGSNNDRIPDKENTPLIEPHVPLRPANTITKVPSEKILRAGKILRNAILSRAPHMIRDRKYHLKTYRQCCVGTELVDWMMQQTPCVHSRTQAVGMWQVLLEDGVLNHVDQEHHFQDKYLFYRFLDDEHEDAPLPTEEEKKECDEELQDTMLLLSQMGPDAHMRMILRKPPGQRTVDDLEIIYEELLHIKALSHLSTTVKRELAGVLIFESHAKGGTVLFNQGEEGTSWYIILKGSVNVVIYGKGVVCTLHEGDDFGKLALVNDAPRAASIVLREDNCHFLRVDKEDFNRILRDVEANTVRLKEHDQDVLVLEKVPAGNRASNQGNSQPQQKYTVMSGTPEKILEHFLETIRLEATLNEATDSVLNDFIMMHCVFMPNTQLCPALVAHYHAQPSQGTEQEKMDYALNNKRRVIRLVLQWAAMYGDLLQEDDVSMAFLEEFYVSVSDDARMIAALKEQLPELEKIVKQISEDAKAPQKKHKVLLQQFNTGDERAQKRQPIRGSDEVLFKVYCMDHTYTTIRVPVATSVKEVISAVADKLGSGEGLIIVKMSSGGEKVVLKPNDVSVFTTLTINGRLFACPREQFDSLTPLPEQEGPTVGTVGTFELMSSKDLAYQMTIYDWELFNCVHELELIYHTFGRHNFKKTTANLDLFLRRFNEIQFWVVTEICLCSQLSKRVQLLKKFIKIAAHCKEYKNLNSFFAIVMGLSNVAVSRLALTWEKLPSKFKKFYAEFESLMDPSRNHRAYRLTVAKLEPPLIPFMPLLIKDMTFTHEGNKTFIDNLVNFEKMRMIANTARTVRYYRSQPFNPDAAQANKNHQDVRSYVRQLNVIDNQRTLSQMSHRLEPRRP
# Nrf2 inh: Nrf2 pathway inhibition | A549 ARE-Fluc reporter, luciferase luminescence, 18-24 h | 2.1% of 360,000 active | AID 504444 | Potency, µM (highest dose often 46 µM), for the others: at the highest dose activity change, negative = inhibition, hits mostly inhibitors; also: % is scaled to controls: 0 for no effect and ±100 for the full control effect; nearly all actives have a fitted effect of over 60% in size
#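 Cells were seeded and rested 2 h, then exposed to compounds for 18-24 h. CellTiter-Fluor was read first as a viability measure. BugLite was added 15 min before the final luminescent read of ARE-luciferase activity in A549 cells.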
# MCF10A rerep: DNA re-replication induction in MCF 10a cells | MCF 10A DNA re-replication, Hoechst nuclear intensity, 48 h | Potency, µM (top dose mostly 46.1 µM), for the others: at the highest dose activity, positive = re-replication, hits mostly activators | 2.9% of 350,000 active | AID 624296; also: % of control where 0% means no effect; nearly all actives have a fitted effect of over 50% in size
# TGFb SMAD3 inh: inhibitors of TGF-b signaling; 1.2% of 410,000 active; HepG2 CAGA-GFP TGF-b/SMAD3 reporter, GFP fluorescence, 18 h; TGF-beta stimulated, 500 pg/mL final; Potency, µM (highest dose often 46.1 µM), inactives show at the highest dose activity, negative = inhibition, actives largely listed as inhibitors; also: % is scaled to controls: 0 for no effect and ±100 for the full control effect; nearly all actives have a fitted effect of over 65% in size
#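 Inhibition of TGF-beta-driven CAGA-GFP reporter expression in HEPG2 cells is measured by cellular GFP fluorescence after 18 h stimulation with 500 pg/mL recombinant TGF-beta in 1% FBS medium at 37 degrees C.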
# HepG2 tox: counter-screen for TGF-b inhibitors: cytotoxicity in HepG2 cells. HepG2 CAGA-GFP viability, ATP luminescence, 18 h. Potency, µM (highest dose often 46.1 µM), without a hit: at the top dose activity change, negative = cytotoxicity, usual class: cytotoxic. 0.76% of 410,000 active. AID 588856; also: some results filed as inactive show a strong effect at the top dose
#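 CellTiter-Glo luminescence gave cytotoxicity after 18 hours at 37 degrees C. The cells were HepG2 CAGA-GFP in 1% FBS DMEM, stimulated with 500 pg/mL TGF-beta after compound addition. %Activity was normalised to no-cell wells (complete cell-killing) and DMSO (no toxicity), and curves were fitted and classified.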
# * marks the source's active call; other numbers are inactive results; i = inactive; ? = inconclusive; . = no result given; [ ] = another dose, or the depositor's remark. Calls follow the shape of the dose curve; as a rule, active = well fitted curve in the direction sought with a large enough effect; inconclusive = small, poorly fitted or top-dose-only effect, or another doubt; inactive = no such curve, though single readings can be large; an effect the other way counts as inactive or inconclusive. Potency is read from the fitted curve at half-maximal effect.
SMILES,Nrf2 ARE act,ATXN2 expr inh,ATXN viability,A549 viability,EPAC2 antagonist,Nrf2 inh,MCF10A rerep,TGFb SMAD3 inh,HepG2 tox
O=C(NCc1ccc2c(c1)OCO2)C1CCN(S(=O)(=O)c2ccc(Br)s2)CC1,0.0%,0%,i,-9%,-13%,.,10%,-10%,-10%
CC(CCc1ccccc1)C(=O)NO (configuration not stated),-0.3%,2%,?,-2%,-1%,8%,6%,?,-22%
Cc1ccc(C(OC(=O)c2ccco2)C(=O)NC(C)(C)C)cc1 (configuration not stated),-0.5%,-12%,i,-9%,-4%,?,10%,3%,7%
CCCCNC(=S)Nc1ccc2cn[nH]c2c1,3.1%,6%,i,10%,4%,-4%,-8%,17%,6%
CCn1nc(-c2ccccc2)c(-c2ccccc2)c(C(=O)Nc2ccccc2C(N)=O)c1=O,0.2%,.,.,0%,.,2%,.,-23%,-16%
Cc1cccc(-c2nsc(SCC(=O)Nc3nccs3)n2)c1,1.0%,-6%,i,-9%,-3%,14%,0%,-16%,-12%
NC(=O)Cc1ccc(C(=O)c2ccc(Cl)cc2Cl)s1,-0.4%[9.22 µM],22%,i,-1%,-17%,-17%,-10%,5%,5%
O=C(NC1CCCC1)C(c1cccs1)N(C(=O)c1ccno1)c1ccccc1 (configuration not stated),-0.2%,7%,i,1%,-1%,13%,0%,-1%,-34%
N=c1n(CCO)c2ccccc2n1CCOc1ccc(F)cc1,0.6%,-17%,i,11%,.,7%,.,21%,5%
CCOC(=O)C1CC(C)=C(C)CC1C(=O)O (configuration not stated),-0.6%,.,i,0%,2%,2%,-5%,-15%,1%

# Shown with tabs: part of the list above
smiles	Nrf2 ARE act	ATXN2 expr inh	ATXN viability	A549 viability	EPAC2 antagonist	Nrf2 inh	MCF10A rerep	TGFb SMAD3 inh	HepG2 tox
O=C(NCc1ccc2c(c1)OCO2)C1CCN(S(=O)(=O)c2ccc(Br)s2)CC1	0.0%	0%	i	-9%	-13%	.	10%	-10%	-10%
CC(CCc1ccccc1)C(=O)NO (configuration not stated)	-0.3%	2%	?	-2%	-1%	8%	6%	?	-22%
Cc1ccc(C(OC(=O)c2ccco2)C(=O)NC(C)(C)C)cc1 (configuration not stated)	-0.5%	-12%	i	-9%	-4%	?	10%	3%	7%
CCCCNC(=S)Nc1ccc2cn[nH]c2c1	3.1%	6%	i	10%	4%	-4%	-8%	17%	6%
CCn1nc(-c2ccccc2)c(-c2ccccc2)c(C(=O)Nc2ccccc2C(N)=O)c1=O	0.2%	.	.	0%	.	2%	.	-23%	-16%
Cc1cccc(-c2nsc(SCC(=O)Nc3nccs3)n2)c1	1.0%	-6%	i	-9%	-3%	14%	0%	-16%	-12%
NC(=O)Cc1ccc(C(=O)c2ccc(Cl)cc2Cl)s1	-0.4%[9.22 µM]	22%	i	-1%	-17%	-17%	-10%	5%	5%
O=C(NC1CCCC1)C(c1cccs1)N(C(=O)c1ccno1)c1ccccc1 (configuration not stated)	-0.2%	7%	i	1%	-1%	13%	0%	-1%	-34%

# Next part:
SMILES,Nrf2 ARE act,ATXN2 expr inh,ATXN viability,A549 viability,EPAC2 antagonist,Nrf2 inh,MCF10A rerep,TGFb SMAD3 inh,HepG2 tox
CCCNC(=S)Nc1ccc2nc(-c3ccccn3)c(-c3ccccn3)nc2c1,0.4%,2%,?,-4%,14%,7%,9%,7%,1%
Cc1csc(=O)n1CC(=O)OCC(=O)Nc1ccccc1C(C)C,0.1%,-5%,i,1%,-15%,0%,-2%,-4%,5%
CSC(=Nc1ccccc1)Nc1ccccc1,3.1%,12%,i,-4%,-11%,2%,-1%,-1%,0%
Cc1ccccc1-c1nn2c(=O)cc(CN3CCN(S(=O)(=O)c4ccc(Cl)cc4)CC3)nc2s1,-1.2%,10%,i,8%,.,.,.,-11%,-37%
O=C(CN1CCCc2ccccc21)N/N=C/c1ccccc1O,-0.1%,28µM*,i,-2%,-2%,-24%,8%,?,-32%
CC(C)C(=O)N1CCCCCCN1C(=O)C(C)C,-0.4%,.,i,.,1%,.,.,1%,-6%
Cc1cccc(NC2=NC3(CCCCC3)N=C(N)N2)c1C,0.0%,-7%,i,0%,-2%,22%,3%,-12%,-6%
CN(C)c1ccc(NC(=O)Cn2cc(S(=O)(=O)Cc3cccc(Cl)c3)c3ccccc32)cc1,6.6%,.,.,-14%,.,-28%,.,0%,-21%
CC1CCCC(NC(=O)CN2C(=O)NC(C)(c3cc(F)ccc3F)C2=O)C1C (configuration not stated),-0.8%,2%,i,1%,0%,1%,2%,-4%,-5%
CC[n+]1c(/C=C/Nc2ccccc2)oc2ccccc21,6.2%,-24%,?,?,14%,1%,?,53%[activator],-22%
COc1ccc(C2CC(c3ccccc3)=NN2C(=O)c2ccc(F)cc2)cc1 (configuration not stated),8.8%,-23%,i,3%,-8%,-4%,15%,?,-23%
CCN(CC)CC(=O)NCC1(c2ccccc2)CCOCC1,0.4%,0%,i,-10%,4%,-9%,1%,4%,-3%
C(=N\Nc1nc(N2CCCCC2)nc(N2CCCCC2)n1)/c1c[nH]c2ccccc12,5.3%,.,?,3%,-6%[57.1 µM],-7%,12%,?,-58%
COC(=O)C1C(O)=C(C(C)=Nc2cccc3ccccc23)C(=O)CC1(C)C (configuration not stated),2.9%,.,i,17%,1%,2%,12%,?,-37%
Cc1cc(NC(=O)CCC(=O)N(CCC(C)C)C(C(=O)NC2CCCC2)c2ccccc2C)no1 (configuration not stated),0.3%,-3%,?,-14%,3%,?,-14%,9%,-1%
O=C(O)c1ccc(COc2ccc3ccccc3c2/C=C2/NC(=O)N(Cc3ccc(F)cc3)C2=O)cc1,5.1%,-1%,.,-27%,?,21µM*,18µM*,-2%,-1%
COc1ccc(CC(=O)Nc2ccc(C(=O)Nc3nccs3)cc2)cc1OC,2.5%,14%,i,0%,11%,10%,17%,-23%,-1%
CC(=O)c1ccc(Nc2cc(C)nc3c(C)cc(C)cc23)cc1,8.8%,?,.,?,-19%,-22%,?,11µM*,-95%
CC(=O)c1c(C)[nH]c(C(=O)CSc2nnc(-c3ccccc3)n2Cc2ccc3c(c2)OCO3)c1C,11%,?,i,-1%,-9%,.,?,-4%,-42%
COc1cc(/C=N/O)cc(Br)c1OCc1ccc(Cl)cc1,0.4%,?,i,-3%,-1%,-13%,18µM*,?,13µM*
CCOC(=O)Nc1ccc2c(c1)N(C(=O)CNC)c1ccccc1CC2,-0.8%,2%,i,-14%,30%[activator],25%,?,3%,-4%
N#Cc1c(Cn2cncn2)nc(=O)n(-c2ccc(Cl)cc2)c1N,0.1%,2%,i,-5%,20%,7%,?,3%,-11%
O=C(CCc1c[nH]c2ccccc12)NCc1ccco1,0.0%[9.22 µM],7%,i,-1%,9%,-1%,-12%,8%,2%
COc1ccc(C(=O)/C=C/c2ccc(N(C)C)cc2)c(OC)c1,13%,-13%,.,?,57%[activator],?,16µM*,154%[activator],-8%
CC(C)(C)NC(=O)CCC1COc2ccccc2O1 (configuration not stated),0.4%,7%,i,-5%,-1%,2%,-1%,-25%,21%
Cc1cc(S(=O)(=O)N2CCOCC2)ccc1OCC(=O)NCCCn1ccnc1,1.8%,7%,i,0%,-4%,0%,0%,7%,-58%
O=C(COc1ccc(Cl)cc1)NCCS(=O)(=O)N1CCN(c2ccc(F)cc2)CC1,0.0%,-4%,i,0%,-3%,?,3%,3%,4%
CC(C)(O)C(=O)N=Nc1c(O)[nH]c2ccccc12,1.8%,14%,i,0%,-1%,?,-1%,0%,-14%
Cc1ccc(C)c(N2CCN(C(=O)CCc3nnc4n(C)c(=O)c5ccccc5n34)CC2)c1,-0.3%,.,.,0%,.,-2%,.,-4%,5%
O=C(c1ccco1)N1CCN(C(=O)c2ccc(-c3ccc(Cl)cc3)o2)CC1,2.5%,-30%,?,-3%,-7%,?,-4%,?,-20%
CCOC(=O)N1CCN(Cc2nc3c(c(=O)n(C)c(=O)n3C)n2Cc2ccc(F)cc2)CC1,0.0%,5%,i,-3%,0%,-19%,5%,-1%,-4%
Fc1ccc(-c2cnn3c(-c4cccs4)ccnc23)cc1,?,28%[11.3 µM],i,3%,0%,?,?,35%,24%
CCOC(=O)/C=c1\s/c(=C\c2ccc3c(c2)OCCO3)c(=O)n1CC(=O)NCC1CCCO1 (configuration not stated),0.4%,0%,i,-5%,0%,2%,?,-9%,-8%
O=C(NC1CCCCC1)c1ccc2c(c1)N(Cc1cccc(Cl)c1)C(=O)c1ccccc1S2=O (configuration not stated),0.4%,.,.,2%,.,.,.,-3%,5%
COc1ccc(C(CNC(=O)CCNS(=O)(=O)c2ccccc2)N2CCOCC2)cc1 (configuration not stated),-0.9%,.,i,.,-5%,.,.,8%,0%
Cc1c(C(=O)NCCN(C)C)oc2ccc(S(=O)(=O)N3CCC4(CC3)OCCO4)cc12,-0.8%,2%,i,18%,2%,28%,0%,3%,2%
Cc1ccc(Cl)cc1N1CCN(C(=O)C2CCC(=O)N(C3CCCCCC3)C2)CC1 (configuration not stated),-0.4%,?,i,?,-25%,?,26%,-22%,-13%
C[C@H](CO)N1C[C@H](C)[C@H](CN(C)S(C)(=O)=O)OCc2ccccc2-c2c(n(C)c3ccccc23)C1=O,0.7%,6%,i,.,3%,.,.,0%,-1%
O=C(C1CCCCC1)N(CCN1CCCC1)c1nc2ccccc2s1,4.5%,38%,i,-4%,7%,22%,-3%,1%,-4%
CCCN(CCC)S(=O)(=O)c1ccc(C(=O)N2CCn3c4c(c5cc(C)ccc53)CCCC42)cc1 (configuration not stated),0.4%,4%,i,0%,.,-4%,.,0%,-6%

# An excerpt. The share of hits here may be higher or lower than overall.
